RAD52 anneal inh: inhibitors of human RAD52 DNA annealing; inhibition, % at 18.7 µM; recombinant RAD52 DNA annealing, FRET fluorescence; P43351; 360,000 compounds, 0.46% hits; AID 651710;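 active = every replicate showing at least 50% inhibition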
PGC1a acetyl inh: modulators of PGC1a acetylation | U2OS PGC1a acetylation, AlphaScreen anti-acetyl-lysine; with virally co-expressed GCN5 acetyltransferase | inhibition, % at 15.6 µM | 350,000 compounds, 0.17% hits;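 active = every replicate shows inhibition of at least 40%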;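 also: 0% = neutral control wells and 100% = positive control wells; some results beyond the cut were filed as inactive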
E-sel inducer: induces E-selectin expression in human endothelial cells. HUVEC E-selectin immunofluorescence imaging; normalized: neutral wells 0, TNF-alpha wells 100. activation, % at 7.58 µM. 260,000 compounds, 0.37% hits. AID 686992;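 active = mean E-selectin-positive cell signal at least 10% of the positive control, reached in at least 60% of replicates, without over 20% cell loss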;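 also: in these data hits start at about 27%; measured in HUVEC primary endothelial cells; signal is the percent of cells scored E-selectin positive by PE staining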
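Material: HUVEC primary endothelial cells; Amount: 3,000 cells per well; Dosing: single concentration; Medium: EGM-2 growth medium on 0.1% gelatin-coated wells; Read-out basis: percent E-selectin-positive cells; Signal: immunofluorescence imaging; Control set: TNF-alpha, DMSO.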
miR122 inh: inhibitors of miR-122 in Huh7 cells; 340,000 compounds, 0.3% hits; AID 602342; Huh7 miR-122 Renilla luciferase sensor, 48 h; neutral wells = 0, positive control = 100; activation (reporter increase), % at 12.5 µM;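 active = mean replicate activation score at least 90 and every replicate individually at or above 90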;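 also: higher luciferase means less miR-122 activity so hits act as miR-122 inhibitors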
PglD inh: inhibitors of Campylobacter jejuni PglD acetyltransferase | purified PglD enzyme, DTNB colorimetric CoA detection | inhibition, % at 12.5 µM | 360,000 compounds, 0.098% hits; in the data active = inhibition above about 16%, passing the limit was not always enough; also: strong numbers were not always called active
Cneo AK release: causes C. neoformans cell lysis; lysis activity, % at 15 µM; 360,000 compounds, 0.2% hits; adenylate kinase release luminescence, 4 h; normalised: neutral wells 0, clomiphene wells 100; AID 651654;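 active = mean lysis activity across replicates of at least 80%, whatever share of replicates individually reach that level; inactive = mean lysis activity below 80%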
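Signal: Adenylate kinase release luminescence | Assay system: Log-phase Cryptococcus neoformans yeast cells | Input: Cells at 5 × 10^6 per mL | Buffer or medium: Fresh YPD growth medium | Compound: Single dose | Schedule: Static 4 h at 37 °C with compound, 1 h detection | Controls: Clomiphene | Read-out: Luminescence rise reflecting yeast cell lysis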
RAD54 inh: RAD54 (human) branch migration inhibition; AID 602329; Q92698; 360,000 compounds, 0.14% hits; inhibition, % at 10.4 µM; RAD54 Holliday junction branch migration, FAM/BHQ fluorescence;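 active = mean normalized replicate activity at least 40 and at least half of replicates scoring 40 or more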;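 also: 0% = median of neutral control wells and 100% = median of positive control wells; inhibitors cause a drop in the FAM fluorescence signal; in these data hits start at about 50%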
ERAP1 HTS inh: blocks human ERAP1 aminopeptidase activity | 340,000 compounds, 0.15% hits | recombinant ERAP1, Leu-AMC fluorescence, 60 min | AID 652197 | inhibition, % at 10.7 µM | Q9NZ08;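 active = mean replicate inhibition of at least 30%, or all replicates individually reaching that 30% level; inactive = mean below 30% and not every replicate reaching it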;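 also: 0% = neutral control wells and 100% = L-leucinethiol positive control wells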
Target sequence (Q9NZ08 whole entry, looked up): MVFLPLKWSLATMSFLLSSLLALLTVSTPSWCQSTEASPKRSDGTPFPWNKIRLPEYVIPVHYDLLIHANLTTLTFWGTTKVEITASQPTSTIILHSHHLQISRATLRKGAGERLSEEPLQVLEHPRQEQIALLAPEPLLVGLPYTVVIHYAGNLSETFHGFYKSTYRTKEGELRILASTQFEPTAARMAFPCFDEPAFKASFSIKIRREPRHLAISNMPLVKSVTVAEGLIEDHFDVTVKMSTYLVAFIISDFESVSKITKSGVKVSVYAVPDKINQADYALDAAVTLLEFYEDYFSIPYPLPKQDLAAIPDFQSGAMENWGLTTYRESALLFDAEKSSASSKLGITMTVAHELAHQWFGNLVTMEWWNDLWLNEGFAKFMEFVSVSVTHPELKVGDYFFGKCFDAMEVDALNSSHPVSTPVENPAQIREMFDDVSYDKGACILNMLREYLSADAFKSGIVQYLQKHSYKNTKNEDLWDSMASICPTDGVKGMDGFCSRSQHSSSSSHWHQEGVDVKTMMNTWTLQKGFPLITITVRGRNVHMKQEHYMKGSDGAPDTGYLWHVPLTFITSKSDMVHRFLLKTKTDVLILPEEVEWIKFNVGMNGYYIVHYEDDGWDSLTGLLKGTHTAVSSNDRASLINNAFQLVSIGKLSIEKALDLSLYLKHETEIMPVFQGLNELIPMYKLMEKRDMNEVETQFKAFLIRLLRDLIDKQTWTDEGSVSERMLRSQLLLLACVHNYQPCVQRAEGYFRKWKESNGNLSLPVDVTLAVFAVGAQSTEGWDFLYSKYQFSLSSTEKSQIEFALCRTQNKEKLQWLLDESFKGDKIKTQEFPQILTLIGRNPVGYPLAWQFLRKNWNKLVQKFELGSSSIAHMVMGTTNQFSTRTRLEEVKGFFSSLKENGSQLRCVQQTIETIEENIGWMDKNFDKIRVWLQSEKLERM
* = called active by the depositor; x = not tested or not shown; [ ] = another dose, or the depositor's remark. A portion of the library; the hit share may differ from the screen's.

smiles	RAD52 anneal inh	PGC1a acetyl inh	miR122 inh	PglD inh	Cneo AK release	E-sel inducer	ERAP1 HTS inh	RAD54 inh
O=C(Cc1ccccn1)N1CCCCN2[C@H](C1)[C@H](c1ccc(-c3ccccc3F)cc1)[C@@H]2CO	26.5	14.3	7.7[16.7 µM]	0.5	1.6	-0.5	-0.1	11.3
C=C(COC(C)=O)CC1CC(O)[C@]2(C)OC3CC4OC5C[C@]6(C)O[C@]7(C)CCC8OC9C[C@]%10(C)OC%11C(C)=CC(=O)OC%11CC%10OC9C[C@@H](C)C8OC7CC6O[C@]5(C)C/C=C\C4OC3CC2O1 (some centres not stated)	x	-3.5	-0.3	-7.0	-0.6	x	x	5.9
O=C(NC12CC3CC(CC(C3)C1)C2)OC1CN2CCC1CC2 (configuration not stated)	-2.2	16.1	-3.1	5.7	1.7	0.1	-1.7	4.4
CCN1CCC2(CCNC2)C1 (configuration not stated)	x	-3.5	-3.0	0.6	-1.8	x	x	0.6
O=C(Cc1ccccn1)N1CCCCN2[C@H](C1)[C@H](c1ccc(-c3ccccc3)cc1)[C@@H]2CO	-21.6	5.6	0.7[16.7 µM]	-0.8	0.6	0.1	-0.6	-0.9
CC(C)C[C@H]1C(=O)N2CCCC2[C@]2(O)O[C@](NC(=O)[C@@H]3C=C4c5cccc6[nH]cc(c56)CC4N(C)C3)(C(C)C)C(=O)N12 (some centres not stated)	x	-12.2	0.5	4.6	2.9	x	x	-24.8
O=c1[nH]c(=S)n(C2CC2)c(O)c1/C=N/Nc1cccc2ccccc12	x	2.1	1.1	-1.8	-10.4	x	x	1.3
CN(C)C1(CNC(=O)Nc2ccc(Cl)c(Cl)c2)CCCCC1	8.4	x	-6.9	-1.6	-1.4	x	2.9	6.5
COC(=O)C1=C(c2cccc(OCc3ccccc3)c2)C[C@@H]2CC[C@H]1N2C(=O)NCc1ccccc1	-6.6	x	x	3.8	1.0	1.3	1.1	-9.2
CCOc1cc(C2NCc3ccccc3-n3cccc32)ccc1OC (configuration not stated)	-5.5	-3.7	-7.6	3.7	-0.5	0.2	-2.4	-5.4
O[C@@H]1CCCC[C@H]1N1CCC(c2ccccc2)CC1	-1.0	-14.1	1.0	3.3	-0.8	0.1	3.1	-2.9
CCOC(=O)C1(CCc2ccccc2)CCN(C2CCSCC2)CC1	-7.5	-3.8	x	6.3	4.0	6.5	1.3	3.9
O=C(Cc1ccncc1)N1CCCCN2[C@H](C1)[C@@H](c1ccc(C#Cc3ccccc3F)cc1)[C@@H]2CO	-112.2	-9.0	-7.3[16.7 µM]	1.3	3.9	-0.2	-1.1	-3.8
COC(=O)C1=C(c2cccc(OCc3ccccc3)c2)C[C@@H]2CC[C@H]1N2C(=O)NCCOc1ccc(OC)cc1	0.9	x	x	-0.5	-1.3	0.3	x	-8.5
O=C(Cc1cccnc1)N1CCCCN2[C@@H](CO)[C@H](c3ccc(C#CC4(O)CCCC4)cc3)[C@@H]2C1	5.8	5.2	9.2[16.7 µM]	1.0	-2.6	-0.1	1.5	5.6
O=C(Cc1ccccn1)N1CCCCN2[C@@H](CO)[C@H](c3ccc(Br)cc3)[C@@H]2C1	-2.4	4.9	8.1[16.7 µM]	1.9	-0.7	-0.3	-1.5	8.3
COc1nc2ccccc2nc1N1CC1	-2.5	7.5	-2.4	0.3	0.0	0.1	3.0	2.9
O=P(C(Cl)Cl)(N1CCOCC1)N1CCOCC1	-1.6	10.8	-4.0	x	x	0.4	3.0	x
CSCCC(N=Cc1c(O)n(-c2ccc(Br)cc2)c(=O)[nH]c1=O)C(=O)OC(C)(C)C (configuration not stated)	x	x	5.4	-2.5	2.6	x	x	1.1
Cc1ccc(OP(=O)(Nc2cccc(C)c2)Oc2ccc(C)cc2)cc1	-17.1	-12.9	187.1*	4.8	4.0	0.2	-1.0	-1.9
COC(=NC1CCCC1)C(O)c1c[nH]c2ccccc12 (configuration not stated)	x	1.3	2.8	2.8	3.2	x	x	2.8
O=C1CN=C(c2ccc(Cl)cc2)c2oc3ccccc3c2N1	-14.6	-2.4	10.1	-0.1	0.1	1.2	-1.7	-2.6
COc1ccc2c(c1)C(c1ccc(N(CCCl)CCCl)cc1)=NCC2	-22.5	-17.4	-5.2	-1.7	3.2	x	3.1	-10.4
COc1ccc(CN2Cc3cnnn3-c3ccccc3C2C)cc1 (configuration not stated)	-42.2	-5.4	2.9	2.3	-1.8	1.8	1.8	3.9
COc1cc(C2c3cc4c(c(O)c3CC3COC(=O)C32)OCO4)cc(OC)c1OC (configuration not stated)	-10.2	-0.1	17.3	x	x	2.1	2.1	x
Nc1ccccc1C(=O)OCCOc1ccccc1	x	-0.1	6.8	-1.9	-9.1	x	x	-3.3
O=C(c1cccc(Cl)c1)C1CCCN(Cc2cccc3cnccc23)C1 (configuration not stated)	-63.0	4.6	5.5	x	x	4.2	-3.5	x
CC(=O)N1Cc2cnnn2-c2ccccc2C1C#N (configuration not stated)	-10.8	9.7	1.1	5.8	-1.2	x	-1.4	0.7
C=CCN1C(=O)/C(=C/c2ccc3c(c2)CCCN3CCC)C(=O)NC1=S	x	x	-17.7	1.2	-1.9	x	x	-12.2
CC1(CCO)CC(C)(CCc2ccccc2)OO1 (configuration not stated)	13.0	-42.6	x	3.6	-1.5	x	3.4	11.2
CCCN1CCc2cc(O)cc3c2[C@H]1Cc1ccc(O)c(O)c1-3	96.0*	-5.6	-6.7	-4.2	-2.5	1.6	-18.7	62.6*
CC(C)C1CN1CC(O)Cn1ccnc1[N+](=O)[O-] (configuration not stated)	x	4.9	2.6	-3.3	2.3	x	x	-1.6
c1ccc2c(c1)CN(Cc1ccc3c(c1)OCO3)Cc1cnnn1-2	-5.6	1.2	4.3	-4.2	0.4	2.7	-0.3	9.1
O=C(O)[C@H]1[C@H](CO)[C@H]2Cn3c(ccc(-c4ccncc4)c3=O)[C@@H]1N2C(=O)C1CCCCC1	-20.8	x	-1.5[16.7 µM]	-1.5	-2.7	-0.1	3.3	-0.9
Cc1cccc(-n2c(O)c(/C=N/Nc3nc4c(c(=O)n(C)c(=O)n4C)n3C)c(=O)[nH]c2=S)c1	x	x	-4.2	-6.8	3.9	x	x	-1.7
CN1CCCN(C(=O)COc2ccccc2)CC1	-10.6	-3.8	0.1	0.1	-3.5	1.2	-2.5	-5.7
C[n+]1c(-c2ccccc2)sc2ccccc21	-7.4	6.2	-0.2	1.8	-4.8	x	-0.8	-2.6
O=C(C1CCCCC1)N1Cc2ccccc2-n2nncc2C1	-4.0	8.0	-0.1	x	x	0.0	0.9	x
Cc1ccc(N2CCNCC2C)cc1 (configuration not stated)	-0.6	6.2	x	-2.9	-1.5	0.0	-4.2	-4.8
c1ccc(CCNC2CCCCCC2)cc1	-1.6	3.6	21.7	3.1	1.2	-0.1	-1.5	-3.1
O=C(O)C[C@H]1CC[C@@H]2NC[C@H](O)COC[C@H]2O1	2.8	-1.1	-1.3[16.7 µM]	-2.5	6.4	0.1	2.2	3.7
NP(=O)(OCC(F)(F)F)Oc1ccccc1 (configuration not stated)	x	6.8	-1.8	-0.7	0.6	x	x	-8.0
Cc1cc(C=O)c(C)n1C1CC1	-10.8	-2.4	x	x	x	2.8	0.0	x
CCN(CC)C(=O)c1ccc(NC(=O)COc2ccccc2F)cc1	-15.3	-3.9	-4.9	4.8	0.3	x	-1.0	-2.5
COc1ccc2[nH]cc(C(=O)CN(C)C)c2c1	-6.2	-3.8	-2.3	-4.5	5.8	x	0.7	0.6
COC(=O)C1=C(c2ccc(F)cc2OCc2ccccc2)C[C@@H]2CC[C@H]1N2C(=O)NCc1ccccc1Br	-13.5	x	x	-2.5	-0.2	x	0.3	-0.1
CC(=NCCCn1ccnc1)c1c(O)n(C)c(=O)n(C)c1=O	x	x	-8.9	7.4	1.8	x	x	-17.4
Fc1ccc(CNCCc2c[nH]c3ccccc23)cc1	-45.0	-13.9	15.4	-21.1	-2.0	x	0.0	-0.1
CN(C(=O)Cc1ccc2c(c1)OCO2)C1CCCN(Cc2ccccc2F)C1 (configuration not stated)	-14.1	x	24.6	1.8	0.4	x	-3.6	-3.4
O=C(CCN1CC1)OCCOC(=O)CCN1CC1	-358.2	-14.4	-6.5	-3.8	-0.3	-0.6	0.4	-18.9
COc1cc(/C=C2\C(=O)NC(=O)N(c3ccccc3)C2=O)cc(OC)c1O	x	-2.2	-2.7	1.8	-5.3	x	x	-8.3
COc1ccc(Cn2c(O)c(C=NCCCn3ccnc3)c(=O)[nH]c2=O)cc1	x	-17.2	-2.1	9.7	-0.9	x	x	-12.8
COc1ccccc1-n1c(CNCC2CCCO2)nc2ccccc2c1=O (configuration not stated)	-12.5	-5.7	3.9	0.9	-2.3	x	-1.7	-4.0
COc1ccc(-n2c(O)c(C(C)=NCCCn3ccnc3)c(=O)[nH]c2=O)cc1	x	14.0	16.6	-3.4	0.1	x	x	5.4
COC(=O)C1=C(c2ccc(-c3ccccc3)c(F)c2)C[C@@H]2CC[C@H]1N2C(=O)N1CCCC1	-10.1	-8.1	-5.9	-2.7	-7.1	-0.2	x	3.9
Cc1ccccc1OP(N)(=O)Oc1ccccc1C	-6.6	-11.6	x	x	x	0.1	2.0	x
OCCN1C2CCC1CC(O)(c1ccc(F)cc1)C2 (configuration not stated)	x	-9.5	0.8	-1.8	0.1	x	x	3.3
CCCCN1C(=O)NC(=O)C2(Cc3cc(C)ccc3N(C)C2)C1=O (configuration not stated)	x	0.3	-0.4	8.6	2.1	x	x	-13.2
CC(C)CN1Cc2cc(-c3cccc(F)c3)ccc2-n2nncc2C1	-11.5	6.0	2.7	4.0	1.5	0.0	9.8	-12.1
Cc1c(N=Nc2c(O)n(-c3ccc(Br)cc3)c(=O)[nH]c2=O)c(=O)n(-c2ccccc2)n1C	-25.3	-7.9	-3.2	-3.7	1.1	x	3.2	2.1

The list continues.
smiles	RAD52 anneal inh	PGC1a acetyl inh	miR122 inh	PglD inh	Cneo AK release	E-sel inducer	ERAP1 HTS inh	RAD54 inh
COc1ccc(OC)c(NC2=NCCS2)c1	-9.9	x	-3.8	-3.0	0.9	4.9	3.9	4.7
Cc1cccn2c(=O)c3c(nc12)N1CCc2ccccc2C1C1(C3)C(=O)NC(=O)N(C)C1=O (configuration not stated)	x	2.5	-2.6	3.4	-2.2	x	x	-2.6
COc1ccc(CCNCc2ccccn2)cc1OC	x	8.7	-1.6	-2.8	8.0	x	x	0.1
COc1ccc(CC(=O)N2CCN(C)CC2)cc1	x	9.9	-0.2	0.7	8.4	x	x	-5.8

Bioassay records deposited in PubChem by Broad Institute.
